Bioassay records: PubChem BioAssay, National Center for Advancing Translational Sciences (NCATS)
hERG WT inh: qHTS for Inhibitors of KCHN2 3.1: Wildtype qHTS | Voltage-gated inwardly rectifying potassium channel KCNH2 (Homo sapiens), Q12809 | U2OS, BacMam KCNH2, thallium flux FluxOr; active compounds read low | activity change, % at 1.84 µM | 340,000 compounds, 0.37% hits | AID 720551, 2013;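 active means maximum activity change below -70%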; further: on the % scale 0 is the no-effect control and ±100 the full control effect
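U2OS cells were transduced with wild-type KCNH2 virus (2.03 x 10^8 / mL) for 4 h at room temperature, then cultured overnight at 37 C. Thallium flux was read with FluxOr dye. Rate constants were normalized to DMSO controls.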
TCR act: Activators of T cell receptors: qHTS campaign | primary human leukocytes, anti-CD3, IL-2 HTRF, 48 h | Potency, µM (top dose mostly 9.22 µM), for inactives: top-dose activation of IL-2 secretion, actives largely listed as activators | 330,000 tested, under 10 active; active means well fitted activation curve with a large enough effect; further: % of control where 0% means no effect
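Primary human leukocytes were stimulated with a-CD3 beads plus compounds for 48 hr without co-stimulation; secreted IL-2 was quantified by HTRF using a-IL-2-K (europium cryptate) and a-IL-2-d2, excited at 320nm with acceptor emission read at 665nm.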
Giardia kill: Small Molecules that selectively kill Giardia lamblia: qHTS | Giardia lamblia trophozoite viability | activity change, % at 7.66 µM, hits read low | 340,000 compounds, 0.15% hits; in the data active means activity change below about -80%;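 further: parasites exposed to compound for two days anaerobically before the ATP read; on the % scale 0 is the no-effect control and ±100 the full control effect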
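ATP-content bioluminescence gauges trophozoite survival. Cells (100/well) receive compound and incubate anaerobically for 48 hrs at 37 deg C; detection reagent follows for 15-30 min at room temperature.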
An asterisk follows results filed as active. An excerpt (hit frequency here may not be typical).

Start of the listing, in advance:
SMILES	hERG WT inh	TCR act	Giardia kill
CCOc1ccc(S(=O)(=O)N2CCOCC2)cc1NC(=O)CSCC(=O)Nc1ccc(OC)cc1	-14	-1%	-3
Cc1c(CCNC=O)cc(C)c2c3c(oc12)CCCC3	-5	-1%	1
CN(N=Nc1nc[nH]c1C(=O)NN)C1CCCCC1	-3	-4%	-7

Main list, previewed entries included:
SMILES	hERG WT inh	TCR act	Giardia kill
CCOc1ccc(S(=O)(=O)N2CCOCC2)cc1NC(=O)CSCC(=O)Nc1ccc(OC)cc1	-14	-1%	-3
Cc1c(CCNC=O)cc(C)c2c3c(oc12)CCCC3	-5	-1%	1
CN(N=Nc1nc[nH]c1C(=O)NN)C1CCCCC1	-3	-4%	-7
Oc1ccccc1C1SC(c2ccccc2O)SC(c2ccccc2O)S1 (stereo not given)	-4	-1%	-29
CC(=O)Nc1c(Cl)cc2c(c1Cl)Cc1cc(N)ccc1-2	8	2%	-2
COC(=O)C1=C[C@@H](C(=O)OC)[C@@H]2C3=C(C(=O)[C@@]2(C)NC(=O)c2ccccc2)[C@H](c2ccccc2)n2c(=O)n(-c4ccccc4)c(=O)n2[C@@H]3C1	-5	-2%	7
NS(=O)(=O)c1cccc(NC(=O)CSc2n[nH]c(-c3ccccc3Br)n2)c1	4	1%	2
CCCOc1ccc(C(=O)Nc2ccccc2[N+](=O)[O-])cc1	14	2%	-12
CC(C)=NOc1nc(NC(=O)NS(=O)(=O)c2ccccc2Cl)nc(N(C)C)n1	1	-2%	10
O=C(Nc1ccc(C(=O)N2CCCCC2)cc1)c1ccccc1	-1	2%	19
CN1CCC(OC(c2ccccc2)c2ccc(Cl)cc2)C1 (stereo not given)	-1	-5%	5
Cc1ccc(OC(=O)CCC(=O)Nc2ccc(C(N)=O)cc2)cc1	7	-7%	2
CCOC(=O)C[C@H]1c2cc(F)ccc2S(=O)(=O)N1c1cccc(OC)c1	-6	0%	27
COc1ccc(C(CNC(=O)c2cccc(S(=O)(=O)Nc3ccccc3OC)c2)N2CCCCC2)cc1 (stereo not given)	8	-2%	13
O=c1[nH]c(=O)n(C2CC(O)C(CO)O2)cc1Br (stereo not given)	-11	-6%	6
COc1ccc(N2CCN(C(=O)c3ccc(Cl)c(S(=O)(=O)N4CCOCC4)c3)CC2)cc1	-3	-2%	8
COc1cccc(-c2ccc3c(c2)C2CC3CCN2C(=O)c2ccc(Cl)cc2)c1 (stereo not given)	-5	6%	-3
C=CCOC(=O)N1CCC2CC1c1cc(-c3ccc(OC)cc3)ccc12 (stereo not given)	-1	2%	-9
COc1ccc(S(=O)(=O)Nc2cccc3ccc(O)cc23)cc1	-6	2%	5
c1ccc(Oc2ncnc3ccccc23)cc1	0	-1%	-8
CCOC(=O)c1c(NC(=O)COC(=O)c2ccc(O)cc2)sc(C(=O)NC)c1C	-3	0%	-15
COc1ccc(CCCN2CCC(CN3CCNC(=O)C3=O)CC2)cc1OC	-6	3%	-19
Cc1ccc(S(=O)(=O)NC(=O)NCc2ccco2)cc1	3	2%	-4
Cn1c(N)c(NC(=S)NC2CCCCC2)c(=O)n(C)c1=O	-10	-2%	3
COc1ccccc1C(=O)Nc1nc(C)cc(C)n1	-5	1%	-6

Molecules from the list above that contain a furan ring, fused or not:
SMILES	hERG WT inh	TCR act	Giardia kill
Cc1c(CCNC=O)cc(C)c2c3c(oc12)CCCC3	-5	-1%	1
Cc1ccc(S(=O)(=O)NC(=O)NCc2ccco2)cc1	3	2%	-4

Compound profiles, as listed above. Screens in order: hERG WT inh	TCR act	Giardia kill
COc1ccc(CCCN2CCC(CN3CCNC(=O)C3=O)CC2)cc1OC as listed: -6	3%	-19
COc1cccc(-c2ccc3c(c2)C2CC3CCN2C(=O)c2ccc(Cl)cc2)c1 (stereo not given) as listed: -5	6%	-3
CC(C)=NOc1nc(NC(=O)NS(=O)(=O)c2ccccc2Cl)nc(N(C)C)n1 as listed: 1	-2%	10
c1ccc(Oc2ncnc3ccccc23)cc1 as listed: 0	-1%	-8

For convenience, three of the compounds above.
SMILES	hERG WT inh	TCR act	Giardia kill
COc1ccc(CCCN2CCC(CN3CCNC(=O)C3=O)CC2)cc1OC	-6	3%	-19
Cc1ccc(S(=O)(=O)NC(=O)NCc2ccco2)cc1	3	2%	-4
Cn1c(N)c(NC(=S)NC2CCCCC2)c(=O)n(C)c1=O	-10	-2%	3
